GBA enhancer: GBA activity enhancers in patient fibroblasts, primary screen, cell-based | Lysosomal acid glucosylceramidase (Homo sapiens), P04062 | L444P Gaucher fibroblasts, 4-MU-glucoside fluorescence, 3 days | activation, % at 10 µM | 0.44% of 30,000 active | AID 784, 2007; in the data active = activation above about 65%;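 also: 0% = vehicle wells and 100% = positive control wells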
Target sequence (P04062 whole entry L483P): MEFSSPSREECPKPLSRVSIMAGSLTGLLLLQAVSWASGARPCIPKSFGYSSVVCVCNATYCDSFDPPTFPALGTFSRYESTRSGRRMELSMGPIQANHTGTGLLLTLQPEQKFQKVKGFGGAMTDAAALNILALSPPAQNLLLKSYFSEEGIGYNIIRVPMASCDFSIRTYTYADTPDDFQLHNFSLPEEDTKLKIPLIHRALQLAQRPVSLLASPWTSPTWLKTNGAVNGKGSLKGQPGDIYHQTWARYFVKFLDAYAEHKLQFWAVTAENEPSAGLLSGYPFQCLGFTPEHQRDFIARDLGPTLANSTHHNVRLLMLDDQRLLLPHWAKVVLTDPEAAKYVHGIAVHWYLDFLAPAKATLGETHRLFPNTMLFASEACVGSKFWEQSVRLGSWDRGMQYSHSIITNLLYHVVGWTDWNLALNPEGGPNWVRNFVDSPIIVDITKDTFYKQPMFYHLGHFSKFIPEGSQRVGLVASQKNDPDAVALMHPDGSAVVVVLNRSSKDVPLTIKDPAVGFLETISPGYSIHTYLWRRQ
An asterisk follows results filed as active.

SMILES | GBA enhancer
CC(=O)C(Sc1nn(C)c(=S)s1)C(=O)Nc1ccccc1 (stereo not given) | -10
O=C(O)CN1CCN(Cc2ccc(F)cc2Cl)C1=O | -15
CCCC(=O)Nc1c(C(=O)OCC)[nH]c2ccccc12 | -1
Cc1cc(N2CCOCC2)n2nc(C)c(-c3ccccc3)c2n1 | -14
Cn1nnnc1SCCNCc1ccncc1 | 17
O=C(O)CCCC(=O)Nc1ccccc1C(=O)N1CCCC1 | -34
COCCN1C(=O)c2ccccc2C(C(=O)NCCCN2CCCC2=O)C1c1c[nH]c2ccccc12 (stereo not given) | -4
CCCn1c(Nc2nc3ccccc3n2C)nc2ccccc21 | 10
Cc1ccc(-c2csc(N(CCCN3CCOCC3)C(=O)c3ccco3)n2)cc1 | -26
Cc1cc(C)n(C(=O)CCCC(=O)n2nc(C)cc2C)n1 | -12
COC(=O)c1ccc(NC(=O)CN2CCOCC2)cc1 | -26
Cc1ccc(S(=O)(=O)CC2CSc3nc(N)cc(=O)n32)cc1 (stereo not given) | 6
COc1ccc(-c2oc3ncnc(NCCN4CCOCC4)c3c2-c2ccc(OC)cc2)cc1 | 11
COc1cccc(OC)c1NC(=O)C1CCCN1C(=O)NCc1ccccc1 (stereo not given) | -48
COc1ccc(C(=O)CN2C(=O)c3ccccc3C2=O)c(OC)c1C | -1
COc1ccc(Cl)c(NC(=O)NCCN2CCN(c3ccccc3)CC2)c1 | -41
CCOC(=O)N1CCN(C(=O)CSCc2nc(-c3ccccc3C)oc2C)CC1 | -25
COc1ccc(-c2ccc(-c3nnn(CC(=O)N4CCOCC4)n3)cc2)cc1 | -53
CC1CCCN(C(C(=O)Nc2ccc3c(c2)OCCO3)c2ccccc2)C1 (stereo not given) | -13
O=C(Nc1cccc(-c2cn3ccccc3n2)c1)c1cnccn1 | -49
COc1ccc(-c2nnc(NC(=O)c3ccc(S(=O)(=O)N4CCCc5ccccc54)cc3)o2)cc1 | -14
Cc1nc2ccc(-c3ccccc3)cc2o1 | -12
Cc1cc(C)n(C(=O)c2ccc(C)c(S(=O)(=O)N3CCOCC3)c2)n1 | 14
CCOC(=O)N1CCN(C(=O)c2ccc3c(=O)n(Cc4ccc(OC)cc4)c(=S)[nH]c3c2)CC1 | -35
Cc1ccc(CN2CC(C(=O)Nc3ccc4c(C)cc(=O)oc4c3)CC2=O)cc1 (stereo not given) | -7
The listing continues:
SMILES | GBA enhancer
O=C(NCCC1=CCCCC1)C1CC(=O)N(C2CCCCC2)C1 (stereo not given) | 0
COC(=O)c1cc2c(s1)CS(=O)C2 (stereo not given) | -7
Cc1ccc2cc3cc(C(=O)N4CCCCC4C)oc3nc2c1 (stereo not given) | 2
O=C(NCCN1CCN(c2ccccc2)CC1)c1ccc(NC(=O)C2CCCO2)cc1 (stereo not given) | -4
O=C(CN1C(=O)COc2ccccc21)NCCCN1CCc2ccccc2C1 | 1
CC(C)N(Cc1cc2ccccc2[nH]c1=O)C(=O)c1cccnc1 | -42
COc1cccc(CNC(=O)Cn2cccc2)c1 | 9
Cc1cc(C)n2nc3nc(N4CCCCC4)nc(-c4ccco4)c3c2n1 | 22
O=C1c2oc3ccc(Cl)cc3c(=O)c2C(c2cccc(Br)c2)N1CCO (stereo not given) | -12
COCCn1c(SCc2ccc(C(=O)OC)o2)nnc1-c1c[nH]c2ccccc12 | 0
Cc1ccc(-c2nn[nH]n2)cc1 | 2
O=S(=O)(c1ccc(Br)s1)n1cccn1 | 17
CN1C(=O)c2c(sc3c2CC(C)(C)SC3)N2CCN=C12 | -33
CCn1c(SCc2cccnc2)nc2c1c(=O)n(C)c(=O)n2C | 2
COC(=O)c1ccc(CSc2ccc3nnc(-c4cccnc4)n3n2)o1 | 5
Cc1ccc(-c2noc(CCC(=O)NCCN3CCc4ccccc4C3)n2)cc1 | -13
Cn1c(=O)c2cc(S(=O)(=O)NCCC(=O)NCC3CCCO3)ccc2n(C)c1=O (stereo not given) | -13
CCN(CC)S(=O)(=O)c1cccc(-c2nnc(SC(C)C#N)n2Cc2ccccc2)c1 (stereo not given) | 7
CCOC(=O)CCC(=O)NCc1ccc2[nH]c(C)cc2c1 | -45
O=S(=O)(Nc1nnc(-c2ccccc2)s1)c1ccc(Cl)cc1 | 9
Cc1nnc(SCC(=O)NCc2ccc3c(c2)OCO3)s1 | -7
CC(C)c1ccc(NC(=O)CCNS(=O)(=O)c2cccc3nonc23)cc1 | 4
COc1cc(C(=O)Nc2cnc(NC(=O)C(C)C)cc2C)cc(OC)c1OC | -7
Cc1c(Cc2ccccc2)c(=O)oc2c(C)c(OCc3nn[nH]n3)ccc12 | -1
O=C(CSc1n[nH]c(-c2ccccc2Br)n1)NC(=O)NCc1ccco1 | -10

2 entries drawn at random from those above, as already listed:
SMILES | GBA enhancer
O=S(=O)(c1ccc(Br)s1)n1cccn1 | 17
Cn1c(=O)c2cc(S(=O)(=O)NCCC(=O)NCC3CCCO3)ccc2n(C)c1=O (stereo not given) | -13

Following part:
SMILES | GBA enhancer
COCCn1c(SCC(=O)Nc2nnc(C)s2)nnc1-c1c[nH]c2ccccc12 | -22
COc1cc2c(=O)n(-c3ccc(C)cc3)c(=O)n(CC(=O)c3ccc4c(c3)OCO4)c2cc1OC | 2
COc1ccc(C)cc1NC(=O)C1CC(=O)N(Cc2ccco2)C1 (stereo not given) | 2
CCS(=O)(=O)CCSc1nc2ccccc2o1 | -23
CCOC(=O)C(C)Sc1nc(N)c(NC(=O)c2ccc(OC)c(OC)c2)c(=O)[nH]1 (stereo not given) | 10
CCOC(=O)c1c(C)[nH]c(C(=O)OCC(=O)N2CCc3ccccc32)c1C | -42
O=C(Nc1nc2ccc(S(=O)(=O)N3CCCCC3)cc2s1)c1ccncc1 | 2
O=C(CN1CCc2ccccc2C1)Nc1ccccc1N1CCCCCC1 | 6
Cc1ccc(NC(=O)CS(=O)CC(=O)NC(C)CCc2ccco2)cc1Cl (stereo not given) | -15
CCN(CC)c1ccc(C2C3CCCCC3(O)CCN2CC(=O)N2CCCCC2)cc1 (stereo not given) | -14
Cc1cc(Nc2nc3ccccc3[nH]c2=O)n(-c2ccccc2)n1 | -14
COC(=O)c1[nH]c2cc(C)ccc2c1NC(=O)CN1CCN(c2ccccc2OC)CC1 | 17
O=S(=O)(c1ccc(Cl)cc1Br)N1CCCCC1 | -2
CC(C)C(NC(=O)C1CCCCC1)C(=O)Nc1ccc2c(c1)OCCO2 (stereo not given) | 1
CC1=C(C(=O)OCc2ccccc2)C(c2cccnc2)n2ncnc2N1 (stereo not given) | 1
Cc1ccc(OCCC(=O)Nc2c(C)n(C)n(-c3ccccc3)c2=O)cc1 | 0
CCCc1cc(=O)oc2cc(C)cc(OCc3nn[nH]n3)c12 | 1
O=C(CN1CCCC1)N1c2ccccc2Sc2ccccc21 | -25
CC1(C)SC2c3ccccc3C(=O)N2[C@@H]1C(=O)NCCCN1CCOCC1 (stereo not given in full) | -10
CCC1CCc2c(sc(NC(=O)c3ccoc3C)c2C(N)=O)C1 (stereo not given) | 4
CCC(C)(C)NC(=O)C(c1ccccc1F)N(Cc1ccco1)C(=O)Cn1nnc2ccccc21 (stereo not given) | 20
O=C(Nc1ccccc1)N1CCN(c2nc3ccccc3s2)CC1 | 6
Cc1ccc(Cl)cc1N(CC(=O)NC1CCCCC1)S(C)(=O)=O | -29
CCC(=O)N1CCc2cc(S(=O)(=O)CCC(=O)NCc3ccc4c(c3)OCO4)ccc21 | 36
O=C(c1cnn2c(C(F)F)cc(C3CC3)nc12)N1CCc2ccccc2C1 | -7

As entered above.
GBA enhancer, COC(=O)c1[nH]c2cc(C)ccc2c1NC(=O)CN1CCN(c2ccccc2OC)CC1 reads 17
GBA enhancer, COCCn1c(SCC(=O)Nc2nnc(C)s2)nnc1-c1c[nH]c2ccccc12 reads -22
GBA enhancer, COc1cc2c(=O)n(-c3ccc(C)cc3)c(=O)n(CC(=O)c3ccc4c(c3)OCO4)c2cc1OC reads 2
GBA enhancer, CCC1CCc2c(sc(NC(=O)c3ccoc3C)c2C(N)=O)C1 (stereo not given) reads 4

The listing continues.
SMILES | GBA enhancer
Cc1ccc(OCC(=O)Nc2cccc(C)n2)c(C)c1 | -7
C=CCn1c(N)c(-c2nc3ccccc3n2C)sc1=S | 18
Cc1onc(COc2ccccc2O)c1Br | -8
O=C(CN1CCN(c2ncccn2)CC1)Nc1ccccc1-n1cccc1 | -7
CCN1C(=O)C2C(c3ccc(O)c(OC)c3)NC(C)(C(=O)OC)C2C1=O (stereo not given) | -8
CCOc1ccc(-c2nnc(-c3ccco3)o2)cc1OCC | -14
CCOc1ccc2nc(N3CCCCCC3)sc2c1 | 12
Cc1c(N2C(=O)c3ccccc3C2=O)c(=O)n(-c2ccccc2)n1C | -25
CN(C)C(=O)c1ccc(NC(=O)c2cccnc2)cc1 | -47
Cc1ccc(C)c(/C(O)=C2/C(=O)C(=O)N(CCN3CCOCC3)C2c2ccco2)c1 (stereo not given) | 33
COc1ccc(OC)c(S(=O)(=O)N(C)CC(=O)Nc2cc(Cl)ccc2OC)c1 | -18
CCOC(=O)c1ccc(NC(=O)NCc2ccncc2)cc1 | -21
CCn1ncc(Cl)c1C(=O)Nc1cc(Cl)ccc1Cl | 0
CCCn1c2ccccc2c2nnc(SCC(=O)OCC)nc21 | -6
CSc1ccc(-c2nnn(Cc3ccccn3)n2)cc1 | 7
Nn1c(COc2ccccc2)nnc1SCC(=O)O | -10
CCc1nc2ccccc2n(CCOCCn2c(=O)c(CC)nc3ccccc32)c1=O | -4
CCOC(=O)C(Cc1ccccc1)NC(=O)Cn1nnc(-c2ccccc2)n1 (stereo not given) | -7
CCCCOCCCNC1=NCCCCC1 | -10
O=C(CSc1nc2ccccc2c2nc3ccccc3n12)NCc1ccco1 | 0
O=C(CSc1nnnn1Cc1ccccc1)NCC(=O)c1ccccc1 | 0
CCOC(=O)c1c(NC(=O)c2cccs2)sc(C(=O)N2CCOCC2)c1C | -21
CCCCn1nnc(NC(=O)c2sc3cc(Cl)ccc3c2Cl)n1 | 5
CCN(c1cccc(C(F)(F)F)c1)S(=O)(=O)c1ccc2c(c1)CCN2C(=O)C1CC1 | -22
Cc1cc(-n2nc(C)cc2C)nc(NS(=O)(=O)c2ccccc2)n1 | 10

By substructure, the entries above with a thiophene ring, fused or not
SMILES | GBA enhancer
COC(=O)c1cc2c(s1)CS(=O)C2 (stereo not given) | -7
O=S(=O)(c1ccc(Br)s1)n1cccn1 | 17
CN1C(=O)c2c(sc3c2CC(C)(C)SC3)N2CCN=C12 | -33
CCC1CCc2c(sc(NC(=O)c3ccoc3C)c2C(N)=O)C1 (stereo not given) | 4
CCOC(=O)c1c(NC(=O)c2cccs2)sc(C(=O)N2CCOCC2)c1C | -21
CCCCn1nnc(NC(=O)c2sc3cc(Cl)ccc3c2Cl)n1 | 5

The list goes on.
SMILES | GBA enhancer
COC(=O)c1ccc2c(=O)n(CCO)c(=S)[nH]c2c1 | -21
COc1ccc(S(=O)(=O)NCCCCCC(=O)NCCCN2CCOCC2)cc1 | 4
CCn1c2ccccc2c2nc3cc(OC)c(OC)cc3nc21 | 5
CCc1ccc(N2CCCn3c2nc2c3c(=O)n(CCN3CCOCC3)c(=O)n2C)cc1 | -20
COC(=O)C1=C(C)NC(C)=C(C(=O)OC)C1c1cc2cc(C)ccc2[nH]c1=O | -6
COc1cccc(N(CC(=O)NCc2cccnc2)S(C)(=O)=O)c1 | -4
Nc1cc(OC(=O)c2cccs2)nn1S(=O)(=O)c1ccc(F)cc1 | -17
Cc1ccc(CCNC(=O)c2nnn(-c3cccc(C)c3)c2N)cc1 | -5
Cc1cccc(-n2ncc3c(N)ncnc32)c1 | -20
CCOc1ccc(CCNC(=O)CCc2nc(-c3ccc(OC)cc3)no2)cc1OCC | 4
CC1=C(C(N)=O)C(c2cccc(OCc3ccccc3)c2)n2nnnc2N1 (stereo not given) | -1
O=C(CCN1C(=O)C2C3C=CC(C3)C2C1=O)N1CCN(c2ccccc2Cl)CC1 (stereo not given) | -14
COC(=O)c1sc(NC(=O)C2CCCO2)c(C(=O)OC)c1C (stereo not given) | 3
CCC(C)(C(=O)Nc1ccc2c(c1)OCCO2)N(C(C)=O)c1ccc(C(N)=O)cc1 (stereo not given) | -3
COc1cc(CC(=O)Oc2ccc3c(c2)OCO3)cc(OC)c1OC | 7
COc1ccc(CNC(=O)c2cc(-c3ccco3)on2)cc1 | 1
COC(=O)Cc1c(C)c2ccc(OCC(=O)N3CCOCC3)cc2oc1=O | 11
O=C(NCCN1CCN(c2ccccc2F)CC1)c1cccn2c(=O)c3ccccc3nc12 | 29
C=COCCNC(=O)C1CC(=O)N(c2ccc(C)cc2)C1 (stereo not given) | -4
O=C(CN1CCOCC1)Nc1ncc(Br)cc1Br | -6
CC(C)C(c1nnnn1Cc1ccccc1)N1CCc2ccccc2C1 (stereo not given) | -9
CC(=O)Nc1cc(-c2nn(CC(=O)N3CCCCC3)c(=O)c3ccccc23)ccc1N1CCOCC1 | -2
O=C(C1CCC1)N1CCc2cc(S(=O)(=O)Nc3ccc4c(c3)OCO4)ccc21 | -48
Cc1ccnc2nc(C(=O)N3CCN(S(=O)(=O)c4ccccc4)CC3)nn12 | -21
O=C(NC1=NCCS1)c1cccc(NC(=O)c2ccco2)c1 | 2
COc1ccc(OC)c(S(=O)(=O)Nc2c(F)cccc2F)c1 | 6
CN(C)c1ccc(C(=O)N2CC(=O)N(CCc3ccccc3)C(=O)C2)cc1 | -13
CCSc1nnc(-c2ccc(S(=O)(=O)NCc3cccs3)cc2)o1 | -5
CCC(C)(C)n1nnnc1C(c1ccc(OC)c(OC)c1)N1CCN(c2ccc(OC)cc2)CC1 (stereo not given) | -7

Exported tab-delimited: part of the list above
canonical_smiles	GBA enhancer
O=C(NCCN1CCN(c2ccccc2F)CC1)c1cccn2c(=O)c3ccccc3nc12	29
C=COCCNC(=O)C1CC(=O)N(c2ccc(C)cc2)C1 (stereo not given)	-4
O=C(CN1CCOCC1)Nc1ncc(Br)cc1Br	-6
CC(C)C(c1nnnn1Cc1ccccc1)N1CCc2ccccc2C1 (stereo not given)	-9
CC(=O)Nc1cc(-c2nn(CC(=O)N3CCCCC3)c(=O)c3ccccc23)ccc1N1CCOCC1	-2

These rows are one share of the data; rates above refer to the full screens.
